ATXN2 expr inh: reduces ATXN2 reporter expression in HEK-293 cells; AID 1745845; HEK-293 ATXN2-luciferase reporter, luminescence, 24 h; Potency, µM (top dose mostly 57 µM), inactives show at the highest dose activity change, negative = inhibition, actives largely listed as inhibitors; 360,000 tested, 0.72% active; note: potency is the fitted concentration of half-maximal effect; % is set by controls: 0 for no effect and ±100 for the full control effect; nearly all actives have a fitted effect of over 55% in size
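ATXN2-luciferase reporter cells (luciferase flanked by upstream and downstream ATXN2 gene portions) were treated 24 h at 37 °C with compounds at up to 57 uM. SteadyGlo luminescence gave expression; GF-AFC fluorescence gave viability.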
HepG2 tox: kills HepG2 cells in TGF-b inhibitor counter-screen; HepG2 CAGA-GFP viability, ATP luminescence, 18 h; Potency, µM (titrated, usually from 46.1 µM), inactives show at the highest dose activity change, negative = cytotoxicity, hits mostly cytotoxic; 410,000 tested, 0.76% active; AID 588856; note: potency is the fitted concentration of half-maximal effect; some results filed as inactive show a strong effect at the top dose
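HepG2 CAGA-GFP cells (1000/well, DMEM with 1% FBS) received compound, then TGF-beta at 500 pg/mL final, and were incubated 18 hours at 37 degrees C. Viability was read by CellTiter-Glo luminescence. Media-only wells were set as complete cell-killing and DMSO as no toxicity.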
KB-3-1 tox: kills parental KB-3-1 adenocarcinoma cells; Potency, µM (series often up to 46.1 µM), inactives show top-dose activity change, negative = cytotoxic, actives largely listed as cytotoxic; AID 1347075; KB-3-1 viability, CellTiter-Glo ATP luminescence, 72 h; 400,000 tested, 1.4% active; note: potency is the fitted concentration of half-maximal effect; % is set by controls: 0 for no effect and ±100 for the full control effect; nearly all actives have a fitted effect of over 60% in size
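Parental KB-3-1 viability, qHTS format: 72 h compound exposure, 37 °C; CellTiter-Glo; media-only wells and DMSO plates as controls; concentration-effect fits on corrected data.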
SW480 rerep: inducers of DNA re-replication in SW480 colon cancer cells. SW480 DNA re-replication, Hoechst DNA content imaging, 48 h. Potency, µM (doses to about 46.1 µM), for inactives: at the top dose re-replication activation, hits mostly activators. 340,000 tested, 1.8% active. AID 624297; note: potency is the fitted concentration of half-maximal effect; % of control where 0% means no effect; nearly all actives have a fitted effect of over 55% in size
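Hoechst fluorescence of nuclei (405 nm excitation, 500-530 nm emission) measured by plate-scanning imager after 48 hr compound exposure at 37 C; re-replication scored as increased number of nuclei with elevated intensity.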
MCF10A rereplic: inducers of DNA re-replication in MCF 10A breast cells; MCF 10A DNA re-replication, Hoechst nuclear intensity, 48 h; Potency, µM (highest dose often 46.1 µM), for inactives: at the highest dose activity, positive = re-replication, most hits filed as activators; 350,000 tested, 2.9% active; AID 624296; note: potency is the fitted concentration of half-maximal effect; % of control where 0% means no effect; nearly all actives have a fitted effect of over 50% in size
HT1080 IDH1KD tx: toxicity to HT-1080 IDH1 knockdown cells (counter line); HT-1080 IDH1 knockdown viability, ATP luminescence, 48 h; Potency, µM (doses to about 46.1 µM), without a hit: top-dose activity, negative = toxicity, most hits filed as cytotoxic; 360,000 tested, 2% active; AID 686971;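 note: potency is the fitted concentration of half-maximal effect; 0% = DMSO wells and -100% = cell-free medium wells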
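Using the IDH1-knockdown HT-1080 line run in the same batch and compound series as the NT line, viability after 48 h at 37 °C was determined by CellTiter-Glo luminescence and expressed as % activity.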
IL1B secr inh: inhibitors of inflammasome signaling (IL-1 beta secretion); 360,000 tested, 4.7% active; activity change, % at 57.5 µM; AID 743279; THP-1 LPS/ATP IL-1B secretion, AlphaLISA, 16 h; active compounds read low; in the data active = activity change below about -50%; inconclusive = mostly about -30% to -49%; note: % is set by controls: 0 for no effect and ±100 for the full control effect
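Secreted IL-1B measured by AlphaLISA bead assay after 16 h compound exposure of THP-1 cells; compounds (final up to 57.5 uM) added 1 h before LPS (250 ng/mL) and ATP (1.25 mM) stimulation; lower signal means less secretion.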
HT1080-NT tox: kills 2HG-producing HT-1080-NT fibrosarcoma cells | HT-1080-NT fibrosarcoma viability, CellTiter-Glo ATP luminescence, 48 h | Potency, µM (doses to about 46.1 µM), without a hit: at the top dose activity, negative = less viability, most hits filed as cytotoxic | 360,000 tested, 1.6% active | AID 686970;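 note: NT is the 2HG producing partner of a matched IDH1 knockdown line; potency is the fitted concentration of half-maximal effect; 0% = DMSO-treated cells and -100% = media-only wells without cells; nearly all actives have a fitted effect of over 55% in size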
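Fibrosarcoma NT cells, 750 per well in 5% FBS RPMI, were exposed to compound for 48 hours. Viability: CellTiter-Glo luminescence.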
ATXN viability: viability counter-screen for ATXN expression inhibitors | S2 cells (HEK-293 line with an ATXN2-luciferase reporter) viability, CellTiter-Fluor protease fluorescence, 24 h | Potency, µM (top dose mostly 56.7 µM), hits mostly cytotoxic | 400,000 tested, 0.49% active | AID 651635; note: potency is the fitted concentration of half-maximal effect; nearly all actives have a fitted effect of over 40% in size
Active calls of the source: *; i = inactive; ? = inconclusive; / = no result given; [ ] = another dose, or the depositor's remark. Unless noted, calls come from the whole dose curve; as a rule, active = well fitted curve in the direction sought with a large enough effect; inconclusive = small, poorly fitted or top-dose-only effect, or another doubt; inactive = no such curve, though single readings can be large; an effect the other way counts as inactive or inconclusive.

SMILES	ATXN2 expr inh	HepG2 tox	KB-3-1 tox	SW480 rerep	MCF10A rereplic	HT1080 IDH1KD tx	IL1B secr inh	HT1080-NT tox	ATXN viability
Cc1nnc(SCC(=O)Nc2nccs2)o1	-2.4%	-20.9%	-5.9%	-4.1%	1.9%	9.1%	12.6	7.1%	i
COc1ccccc1C1C2=C(CCCC2=O)N(CC(=O)O)C2=C1C(=O)CCC2	0.3%	-0.2%	0.5%	?	?	1.1%	7.2	-0.8%	/
Cc1cc(C)c(C)c(S(=O)(=O)N2CCC(C(=O)N(C)Cc3nc4ccccc4c(=O)[nH]3)CC2)c1C	-2.2%	-0.4%	8.5%	9.0%	23.9%	?	-10.7	-12.0%	i
Cc1ccc(C(=O)NC(=S)c2c(C)cc3ccccn23)cc1	/	-16.8%	-0.5%	/	/	-13.5%	-12.2	-4.4%	?
O=C1COc2ccccc2N1Cc1ccc(Cl)cc1	-3.5%	7.7%	1.1%	-0.1%	1.3%	-19.7%	-9.2	-8.0%	i
Cc1cc(C)n(-c2ccc(C(=O)NCCCN3CCOCC3)cc2)n1	4.1%	-1.1%	2.6%	-5.3%	-2.7%	14.0%	28.0	6.3%	i
O=C(c1cccs1)N1CCc2c([nH]c3ccccc23)C1c1ccc(Cl)cc1 (configuration not stated)	59.2%[activator]	-16.9%	11.6µM*	?	?	-21.2%	-4.6	?	i
CC(=O)Nc1ccc(S(=O)(=O)Nc2nc3ccccc3nc2N2CCCCCC2)cc1	1.5%	-17.0%	-0.8%	2.7%	?	-6.3%	0.0	-2.7%	i
COc1cc(OC)c(C(=O)Nc2ccc3ccccc3c2)cc1OC	61.5%[activator]	-12.3%	1.5%	-68.9%	14.6%	-9.9%	1.7	-15.8%	i
CCOc1ccc2nc(NC(=O)C(NS(=O)(=O)c3cccs3)C(C)C)sc2c1 (configuration not stated)	23.4%	-3.6%	0.0%	-8.3%	-0.3%	-20.7%	22.3	-18.7%	i
O=C1NC(=O)/C(=C\c2ccc(OCc3cccc(C(=O)O)c3)c(Cl)c2)N1	?	0.6%	-0.4%	-24.6%	-42.1%[inhibitor]	8.2%	39.9	10.1%	i
COc1ccc(NC(=O)CN2CCN(c3ccccc3C)CC2)cc1	-5.0%	0.5%	-3.4%	?	0.0%	2.1%	16.1	-0.4%	i
O=C(COc1ccc2c(c1)CCC2)N1CCN(c2ccc(F)cc2)CC1	-4.5%	-26.0%	26.8%	-3.4%	1.4%	4.1%	-1.6	-0.2%	i
CC(C)c1nc2sc3ccccc3c(=O)c2c(=O)n1Cc1ccccc1	/	-12.7%	?	189.0%	1.6%	-2.0%	61.5	0.8%	i
COc1ccc(Nc2cnn(-c3nc4ccccc4s3)c(=O)c2Cl)cc1	-16.7%	-8.3%	?	10.0%	?	?	-81.2*	?	/
COc1ccc(C(=O)C2CCCN(C/C=C/c3ccccc3OC)C2)c(OC)c1 (configuration not stated)	?	-38.5%	5.8%	?	75.2%	?	?	-13.6%	?
Cc1ccc(NC(=O)CN2C(=O)NC3(CCCC3)C2=O)nc1	10.8%	3.6%	14.5%	-245.9%[inhibitor]	0.6%	1.7%	7.0	7.1%	i
O=C(CCCCCN1C(=O)c2ccccc2C1=O)NC1CCCC1	2.7%	-0.4%	2.9%	-0.2%	-2.7%	1.1%	11.3	-2.1%	i
C=C(C)Cn1c(SCC(=O)Nc2ccccc2C)nc2sc3c(c2c1=O)CCCC3	3.3%	-14.6%	1.2%	/	/	/	/	/	i
CCC(=O)Nc1ccc(C(=O)CSc2nnc(-c3ccc(O)cc3)n2CC2CCCO2)cc1 (configuration not stated)	2.7%	12.3%	1.8%	-2.1%	-21.9%	5.4%	3.4	1.4%	i

Reprinted at random: 5 records from the list
SMILES	ATXN2 expr inh	HepG2 tox	KB-3-1 tox	SW480 rerep	MCF10A rereplic	HT1080 IDH1KD tx	IL1B secr inh	HT1080-NT tox	ATXN viability
Cc1nnc(SCC(=O)Nc2nccs2)o1	-2.4%	-20.9%	-5.9%	-4.1%	1.9%	9.1%	12.6	7.1%	i
C=C(C)Cn1c(SCC(=O)Nc2ccccc2C)nc2sc3c(c2c1=O)CCCC3	3.3%	-14.6%	1.2%	/	/	/	/	/	i
COc1cc(OC)c(C(=O)Nc2ccc3ccccc3c2)cc1OC	61.5%[activator]	-12.3%	1.5%	-68.9%	14.6%	-9.9%	1.7	-15.8%	i
CC(C)c1nc2sc3ccccc3c(=O)c2c(=O)n1Cc1ccccc1	/	-12.7%	?	189.0%	1.6%	-2.0%	61.5	0.8%	i
O=C(c1cccs1)N1CCc2c([nH]c3ccccc23)C1c1ccc(Cl)cc1 (configuration not stated)	59.2%[activator]	-16.9%	11.6µM*	?	?	-21.2%	-4.6	?	i

Going on with the list:
SMILES	ATXN2 expr inh	HepG2 tox	KB-3-1 tox	SW480 rerep	MCF10A rereplic	HT1080 IDH1KD tx	IL1B secr inh	HT1080-NT tox	ATXN viability
COc1ccc(C(C(=O)NC2CCCC2)N(Cc2cccnc2)C(=O)c2snc(C(N)=O)c2N)cc1 (configuration not stated)	-4.1%	-28.4%	-0.1%	-7.1%	-14.5%	-7.8%	-16.9	-6.5%	?
O=C(O)CC1C(=O)NCCN1Cc1cccs1 (configuration not stated)	/	1.2%	8.3%	-3.7%	0.0%	13.9%	5.5	6.9%	i
O=C(NCc1ccc(Cl)cc1Cl)Nc1ccccc1	63.1%[activator]	1.4%	-2.0%	0.3%	9.9%	-24.0%	-2.8	?	i
NS(=O)(=O)c1cccc(C(=O)OCC(=O)NC2CCCc3ccccc32)c1 (configuration not stated)	7.6%	-5.1%	3.3%	4.5%	-6.4%	1.2%	30.8	-1.4%	i
CCn1ccc(=O)c2cc3c(cc21)OCO3	6.1%	12.1%	13.8%	-6.8%	-1.2%	12.8%	6.3	5.1%	i
COCCN(C(=O)COC(=O)c1cc2ccccc2cc1OC)c1c(N)n(Cc2ccccc2)c(=O)[nH]c1=O	1.1%	3.6%	6.8%	-20.2%	0.0%	-13.0%	-18.7	-16.4%	i
Cc1cc(C)nc(SCC(=O)Nc2ccc(S(=O)(=O)NC(C)(C)C)cc2)n1	-11.5%	-1.6%	-16.3%	1.0%	-3.2%	?	4.7	-12.2%	i
COc1cccc(/C=C(/C#N)c2nc3ccccc3[nH]2)c1OC(C)C(=O)O (configuration not stated)	/	-12.6%	4.8%	23.3%	?	7.7%	6.7	0.0%	i
CC1(C)Cc2cccc(OCC(=O)N3CCN(c4ccc([N+](=O)[O-])cc4)CC3)c2O1	-19.8%	-14.1%	?	-6.7%	16.2%	1.1%	?	1.8%	?
Cc1ccc(-n2nc3c(=O)n(C(C)C(=O)NCCC4=CCCCC4)nc(C)c3c2C)cc1 (configuration not stated)	/	-45.1%	?	-3.0%	-7.9%	-11.5%	-1.3	-0.9%	i
COCCN(CCOC)CC(O)COC(c1ccccc1)c1ccccc1 (configuration not stated)	-31.2%[11.3 µM]	7.6%	-4.0%	-0.3%	14.3%	-20.9%	-3.1	1.2%	i
CCOC(=O)c1ccccc1NC1c2ccccc2C(=O)N1C1CCN(C(=O)OCC)CC1 (configuration not stated)	-17.7%	-22.7%	-28.8%	-5.2%	-11.7%	3.4%	-8.3	2.4%	?
CCCn1c(CCCNC(=O)c2ccccc2OC)nc2ccccc21	4.6%	3.6%	0.5%	/	/	/	/	/	i
COc1ccc(N2CCN(c3oc(-c4ccc(COc5cccc(C)c5)o4)nc3C#N)CC2)cc1	-11.1%	-6.0%	-2.3%	/	/	/	/	/	i
CNC(C)C#Cc1ccc2c(=O)c3cc(C)c(C)cc3oc2c1 (configuration not stated)	-2.4%	-4.5%	-8.1%	?	?	1.2%	?	-12.2%	i
CCCNC(=O)C[C@H]1C[C@H]2c3cc(NC(=O)Nc4ccc(F)cc4)ccc3O[C@H]2[C@@H](CO)O1	-2.9%	0.1%	-9.4%	/	/	9.0%	-6.1	12.0%	i
O=c1cc(CSc2ccc([N+](=O)[O-])cc2)nc2sccn12	5.1%	2.6%	0.5%	-0.7%	1.1%	9.3%	16.9	12.5%	i
COC(=O)c1c(C)cc(O)c(C)c1O	-1.3%	18.7%	-2.6%	18.5%	-0.8%	5.3%	-12.7	21.4%	i
O=C(CSc1nc(=O)n(CCCN2CCOCC2)c2c1CCC2)Nc1ccc(F)cc1	2.0%	-0.1%	13.3%	-3.3%	1.2%	0.6%	-12.0	1.5%	i
CC(=O)Nc1nc(C)c(CCCOc2ccc([N+](=O)[O-])cc2)c(=O)[nH]1	/	-0.2%	-7.9%	1.5%	-3.4%	-0.9%	?	-3.8%	i
COc1ccc(S(=O)(=O)N(CCN2CCOCC2)Cc2cc(OC)ccc2OC)cc1	-3.1%	-6.3%	28.5%	-1.1%[9.22 µM]	-3.4%	0.8%	?	1.1%	i
O=C(Nc1ccccc1)N1N=C(c2cccs2)CC1c1cccs1 (configuration not stated)	-25.6%	-8.9%	-0.4%	-2.0%	11.1%	-3.5%	-6.6	-1.5%	i
Cc1cc2ccccc2n1CCNC(=O)C1CCCC1	16.0%	1.6%	0.7%	-3.6%	-0.9%	14.2%	-12.0	16.2%	?
COc1cc(NC(=O)/C=C/c2ccccc2)c(C(=O)O)cc1OC	7.4%	0.4%	3.4%	7.9%	-0.2%	4.5%	-3.9	-4.2%	i
CSCCC(NS(=O)(=O)c1ccc2c(c1)Cc1cc(S(=O)(=O)NC(CCSC)C(=O)O)ccc1-2)C(=O)O (configuration not stated)	2.1%	-0.9%	-0.7%	-20.8%	-4.1%	-0.2%	10.1	9.9%	i
CSc1nc(N)nc2c1ncn2CC(=O)N[C@H](C)c1cccc2ccccc12	-3.4%	-3.9%	0.0%	?	-2.2%	8.2%	16.9	9.1%	i
Cc1cc(NC(=O)c2cc(-c3ccc(Br)cc3)on2)nn1Cc1ccc(Cl)cc1	-19.4%	-16.6%	-5.7%	/	/	/	/	/	i
Cc1ccc(NC(=O)CCNC(=O)c2ccco2)cc1F	17.3%	-28.8%	-2.1%	-7.2%	-0.4%	2.1%	-12.1	10.6%	i

Screening data (PubChem)
